# Screening results from PubChem BioAssay.
# IMPase Li inh = qHTS Assay for Identifying the Cell-Membrane Permeable IMPase Inhibitors: Potentiation with Lithium | hit rate 0.35% among 210,000 | Potency, µM (top dose mostly 59.4 µM), for the others: top-dose activity, negative = IMPase inhibition, most hits filed as inhibitors | AID 1457, 2008 | CHO-M1 cells, IP1 TR-FRET (IP-One), carbachol + lithium;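 note: IP1 builds up when IMPase is blocked and the TR-FRET signal falls; plate controls were basal vehicle for no effect and high inhibitor control for full effect; nearly all actives have a fitted effect of over 50% in size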
#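 CHO-M1, 2000 cells/well, 16–30 h culture; cpd + low Li+, 30 min 37C; lysis with d2-IP1/Eu-anti-IP1 Ab, 10 min RT; TR-FRET 665/620 ratio and 620 channel; AC50 via Hill.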
# HTT aggregate = qHTS Multiplex Assay to Identify Dual Action Probes in a Cell Model of Huntington: Aggregate Formation (GFP) | AID 1688, 2009 | Potency, µM (titrated, usually from 46.1 µM), for inactives: at the highest dose activity change, negative = inhibition, actives largely listed as inhibitors | PC12 HttQ103-GFP aggregates, Acumen cytometry, 40 h | hit rate 1.1% among 220,000; note: % is set by controls: 0 for no effect and ±100 for the full control effect; nearly all actives have a fitted effect of over 60% in size
#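 Using laser scanning cytometry, GFP-positive aggregates were counted after lysis of PC12 cells induced with 100 nM tebufenozide to express HTT exon 1 Q103–GFP. Compounds were tested in titration.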
# aGlu spleen mod = qHTS Assay for Inhibitors and Activators of Human alpha-Glucosidase From Spleen Homogenate; Potency, µM (top dose mostly 79.9 µM), for inactives: top-dose activity change, negative = inhibition, most hits filed as inhibitors; hit rate 0.006% among 240,000; Lysosomal alpha-glucosidase (Homo sapiens), P10253; AID 2112, 2009; human spleen homogenate, 4-MU-alpha-glucoside fluorescence;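 note: 0% = enzyme with vehicle and -100% = no enzyme basal signal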
#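 Compounds were titrated against alpha-glucosidase in spleen homogenate at pH 5.0, with 1 mM 4-methylumbelliferyl substrate for 40 min at 37 C. Reactions were quenched with pH 10 NaOH/glycine and fluorescence measured.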
# RGS12 GoLoco inh = qHTS Assay for Inhibitors of RGS12 GoLoco Motif Activity (Red Fluorophore); Guanine nucleotide-binding protein G(i) subunit alpha-1 (Homo sapiens), P63096; Gai1:RGS12 GoLoco peptide FP, rhodamine, 10 min; Potency, µM (titrated, usually from 61.6 µM), for inactives: top-dose activity, negative = inhibition, hits mostly inhibitors; hit rate 0.44% among 230,000; AID 880, 2007; active = well fitted inhibition curve with a large enough effect, not every such curve was filed as active; inactive = no such curve, though single readings can be large or run the other way; note: % is set by controls: 0 for no effect and ±100 for the full control effect; nearly all actives have a fitted effect of over 30% in size; many of its hits are not listed in these tables
# Target sequence (P63096 whole entry, looked up): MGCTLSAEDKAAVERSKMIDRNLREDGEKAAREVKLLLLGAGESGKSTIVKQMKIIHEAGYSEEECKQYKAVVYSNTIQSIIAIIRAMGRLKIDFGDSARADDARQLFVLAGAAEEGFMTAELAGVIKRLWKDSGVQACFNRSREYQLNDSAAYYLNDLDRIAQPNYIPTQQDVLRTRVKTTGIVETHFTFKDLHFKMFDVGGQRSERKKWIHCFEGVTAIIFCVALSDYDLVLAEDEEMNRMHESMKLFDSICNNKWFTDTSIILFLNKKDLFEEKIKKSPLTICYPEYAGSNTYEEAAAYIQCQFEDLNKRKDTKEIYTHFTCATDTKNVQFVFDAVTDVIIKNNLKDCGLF
# HTT cytoprotect = qHTS Multiplex Assay to Identify Dual Action Probes in a Cell Model of Huntington: Cytoprotection (ATP) | PC12 HTT-Q103 induced, cytoprotection, ATP luminescence, 40 h | Potency, µM (top dose mostly 56.4 µM), inactives show cytoprotection (ATP increase), actives largely listed as activators | hit rate 0.14% among 230,000;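 note: % of control where 0% means no effect; nearly all actives have a fitted effect of over 45% in size; toxic huntingtin expression switched on by the ecdysone agonist tebufenozide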
#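 PC12 cells with ecdysone-inducible HTT exon 1 Q103-GFP, induced with 100 nM tebufenozide and co-treated with library compounds in a dose series (1536-well, 1500 cells/well). Cytoprotection read as ATP content by ATPlite luminescence.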
# GAA glycogen = qHTS Assay for Inhibitors and Activators of Human alpha-Glucosidase Cleavage of Glycogen; Potency, µM (top dose mostly 76.4 µM), for inactives: top-dose activity change, negative = inhibition, usual class: inhibitors; AID 2100, 2009; recombinant GAA, glycogen substrate, Amplex Red glucose oxidase fluorescence; hit rate 0.38% among 300,000; Lysosomal alpha-glucosidase (Homo sapiens), P10253;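 note: 0% = full enzyme reaction and -100% = no-enzyme basal signal; the screen sought inhibitors and activators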
#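 qHTS, 1536-well; enzyme 4 nM final; cpd up to 77 uM; substrate bovine liver glycogen 30 ug; 50 mM citrate/phosphate pH 5.0, 0.01% Tween-20; 37 C, 40 min; Amplex Red detection 45 min RT; Hill fit → AC50.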
# GAA inhib = qHTS Assay for Inhibitors of Human alpha-Glucosidase as a Potential Chaperone Treatment of Pompe Disease | Potency, µM (highest dose often 76.9 µM), for the others: at the highest dose activity change, negative = inhibition, actives largely listed as inhibitors | AID 1466, 2008 | purified human GAA, 4-MU-alpha-glucoside fluorescence | hit rate 0.005% among 200,000;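 note: plate controls were uninhibited enzyme wells for no effect and no-enzyme background for full effect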
#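 Read-out is 4-methylumbelliferone fluorescence (Ex 365/Em 440 nm) after NaOH/glycine stop at pH 10. Enzyme 4 nM, substrate 400 uM, pH 5.0 citrate buffer, 20 min room temperature; AC50 from Hill-equation concentration-response.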
# An asterisk follows results filed as active; ? = inconclusive; . = no result given; & = joins results of further samples; [ ] = another dose, or the depositor's remark. Unless noted, calls come from the whole dose curve; as a rule, active = well fitted curve in the direction sought with a large enough effect; inconclusive = small, poorly fitted or top-dose-only effect, or another doubt; inactive = no such curve, though single readings can be large; an effect the other way counts as inactive or inconclusive. Potency is the fitted concentration of half-maximal effect.
Molecule	IMPase Li inh	HTT aggregate	aGlu spleen mod	RGS12 GoLoco inh	HTT cytoprotect	GAA glycogen	GAA inhib
C=C(C)c1ccccc1	9.3%	.	5.7%	1.8%	-18.3%	.	.
CC1CCC(C(C)C)C(OC(=O)c2ccccc2N)C1 (stereo unspecified)	-5.8%	-9.9%	-8.4%	2.0%	-58.8%[inhibitor]	.	.
CCOC(=O)C1C(=O)NC23CCCC2C1c1ccccc1O3 (stereo unspecified)	-0.6%[38.3 µM]	8.3%	-1.4%	2.2%	13.8%	2.6%	0.8%
CC1=CC(=O)c2c(O)cccc2C1=O	33.1%&84.0%[activator]	.	6.6%&-4.3%	-8.2%&-25.1%	-18.1%[1.9 µM]	.	.
Cc1ccc(-n2c(O)c(C=NCc3ccccn3)c(=O)[nH]c2=S)cc1	.	-7.9%[9.22 µM]	5.5%	-80.9%	5.5%[10 µM]	2.1%	.
CC1CC(NC(=O)C2C3CCC(O3)C2C(=O)O)CC(C)(C)C1 (stereo unspecified)	5.1%	-9.1%	-8.8%	-3.3%	.	-0.1%	0.6%
Nc1ccncc1	12.0%&14.1%&-6.5%&-10.0%&3.1%&6.5%&5.0%	-10.3%&-10.0%	3.5%&3.9%&-3.5%&2.2%&-0.3%&-16.6%&-0.1%	5.7%&9.7%&5.7%&-4.4%&2.9%&0.4%&3.0%	?	-11.3%	-8.3%[15.4 µM]
CC(C)Sc1nnc([C@@H](N)Cc2ccccc2)o1	14.3%[38.3 µM]	29.1%	-3.7%	-26.2%	5.1%	?	7.9%
O=C(Cn1cc(C(=O)c2ccccc2)c2ccccc21)NCc1ccco1	.	-16.3%	-0.8%	.	-72.9%[inhibitor]	-2.4%	-0.5%
C/C=C(\C)C(=O)OC1C(C)=C2C(C1OC(=O)CCCCC)C(C)(OC(C)=O)CC(OC(=O)CCC)C1(O)C2OC(=O)C1(C)O (stereo unspecified)	.	?	-1.1%	4.1%	-82.7%[inhibitor][10 µM]	-26.9%	.

# (list continues)
Molecule	IMPase Li inh	HTT aggregate	aGlu spleen mod	RGS12 GoLoco inh	HTT cytoprotect	GAA glycogen	GAA inhib
Cc1nn(Cc2ccccc2)c(C)c1C(=O)NCc1ccccc1	6.5%	-12.0%	-24.1%	3.1%	-35.5%[inhibitor]	-2.2%	0.5%
CCc1ccccc1NC(=O)CSc1nnc([C@@H](N)Cc2c[nH]c3ccccc23)o1	-5.0%[38.3 µM]	11.0%	5.4%	9.1%	21.4%	-8.7%	-4.3%
CC(NCc1ccc(Cl)cc1)C(O)c1ccccc1 (stereo unspecified)	0.6%[38.3 µM]	-20.2%	-8.4%	1.8%	-17.0%	-2.9%	-12.7%
CC[C@@H](C(N)=O)N1CCCC1=O	.	.	2.1%	-5.0%	.	-6.1%	1.5%[15.4 µM]
CC1CCCN(C(=O)CCl)C1 (stereo unspecified)	2.7%	-8.5%	-7.8%	-9.3%	.	-1.5%	-10.0%
COc1ccc(NC(c2ccccc2)P(=O)(Oc2ccccc2)Oc2ccccc2)cc1 (stereo unspecified)	14.9%	11.2%	-5.1%	-0.9%	4.0%[1.9 µM]	-16.0%	2.0%
N#CSCC(=O)N1c2ccccc2CCc2ccccc21	10.9%	?	2.3%	9.5%	19.7%[10 µM]	-5.7%	3.0%
CCN=C=NCCCN(C)C	-0.6%	.	.	-0.9%[14.2 µM]	-0.2%[10 µM]	.	.
C=CCN1C(=O)/C(=C/c2cc(C)n(-c3ccccn3)c2C)C(=O)NC1=S	4.5%	-15.2%	0.3%	39.8%[activator]	.	5.4%	-4.8%
Cc1c(C=C2C(=O)N(C)C(=O)N(C)C2=O)c(=O)n(-c2ccccc2)n1C	3.9%	1.8%	-6.9%	-9.4%	2.0%[0.074 µM]	-0.3%	4.4%

# Next part:
# Below each compound: IMPase Li inh | HTT aggregate | aGlu spleen mod | RGS12 GoLoco inh | HTT cytoprotect | GAA glycogen | GAA inhib
Clc1cccc(Cl)c1C1N2CCCN12 (stereo unspecified)
 : 30.8%[38.3 µM] | 10.1% | -2.1% | 2.4% | 4.6% | -3.3% | -5.1%
CCN1CCN(Cc2cc(Br)cc(OC)c2O)CC1
 : 22.1%[38.3 µM] | -27.2% | 0.4% | 3.7% | 0.3%[10 µM] | ? | 2.1%
COc1cccc(C(=O)C2CCCN(Cc3cnn(C(C)C)c3)C2)c1 (stereo unspecified)
 : 14.5% | 1.8% | -3.1% | 1.9% | -38.7%[inhibitor] | 9.0% | 0.7%
C[C@@H](Cc1ccc(O)cc1)NC[C@@H](O)c1cc(O)cc(O)c1
 : 4.8% | 6.0% | 0.8%[29.1 µM] | -4.6%[21.6 µM] | ? | . | .
COc1cccc2c1C(=O)c1c(O)c3c(c(O)c1C2=O)C[C@](O)(/C(C)=N\O)C[C@@H]3O[C@H]1C[C@H](N)[C@@H](O)[C@H](C)O1
 : 12.8% | . | . | 0.631µM* | -79.2%[inhibitor][10 µM] | . | .
O=C(Cc1ccccc1)Oc1cccc(-n2cnnn2)c1
 : 1.2% | -7.5%[9.22 µM] | 4.2% | 12.4% | 0.1%[10 µM] | -8.1% | 10.1%
Cc1ccc(NC(=O)CSc2nnc([C@@H](N)Cc3c[nH]c4ccccc34)o2)c(C)c1
 : 16.2%[38.3 µM] | -4.1% | 6.0% | 67.1%[activator] | -17.4% | -13.7% | -0.4%
Cc1cccc(-n2c(=S)[nH]c3ccccc3c2=O)n1
 : -11.1% | 7.7% | 9.1% | -13.2% | -16.4%[10 µM] | -2.9% | 5.5%
CN1CCN(Cc2ccc(Br)s2)CC1
 : 11.7%[38.3 µM] | 5.3% | -9.8% | -2.8% | 7.8%[10 µM] | -9.3% | 0.7%
O=C(c1cc(-c2ccccc2)on1)N1CCC2(CC1)OCCO2
 : 6.0% | 3.4% | -15.0% | -16.8% | . | -10.4% | 1.9%

# Other records follow.
# Below each compound: IMPase Li inh | HTT aggregate | aGlu spleen mod | RGS12 GoLoco inh | HTT cytoprotect | GAA glycogen | GAA inhib
CC(C)C1(C)N=C(c2nc3ccccc3cc2C(=O)O)NC1=O (stereo unspecified)
 : 14.5%[38.3 µM] | -7.2% | -4.0% | 0.5% | 19.9% | -2.1% | 4.4%
CCCCC/C=C\C/C=C\CCCCCCCC(=O)NCCO
 : -6.6%&4.9%&-4.0% | . | 4.3%&-13.4%&2.1% | -0.1%&6.6%&4.1% | -25.5%&-0.6%&-5.5% | . | .
O=C1CN(C(=O)CN2CCCCC2)C(c2ccccc2)c2cc(Br)ccc2N1 (stereo unspecified)
 : 55.0%[activator][38.3 µM] | -7.3% | -2.5% | 2.3% | 28.0% | -6.0% | -1.7%
CN(c1ccc(OCC(=O)N2CCN(C/C=C/c3ccccc3)CC2)cc1)S(=O)(=O)c1cccs1
 : . | 0.3%[9.22 µM] | -4.2% | 12.9% | 41.9%[10 µM] | 0.1% | .
O=C1NC(=O)N(c2ccccc2)C(=O)/C1=C/c1ccc([N+](=O)[O-])s1
 : 6.8% | ? | 0.9% | 238.1%[activator] | 15.3%[10 µM] | 7.4% | ?
CCOc1ccc(CC2C(=O)NC(=O)N(c3ccc(CC)cc3)C2=O)cc1 (stereo unspecified)
 : 26.6%[38.3 µM] | 13.1% | 1.3% | -28.3% | 2.6% | -7.1% | -1.9%
CCCC(C)C1(CC)C(=O)NC(=S)NC1=O (stereo unspecified)
 : -1.0% | 3.5% | 2.5% | 4.1% | -10.9% | . | .
CC(=O)c1c(C)[nH]c(C(=O)N2CCC3(CC2)OCCO3)c1C
 : -2.0%[38.3 µM] | -2.4% | 3.8% | 2.0% | -12.0% | -8.4% | 4.4%
CCN1CCN(C(c2cccs2)C(C)NC(=O)Oc2ccccc2)CC1 (stereo unspecified)
 : 9.1% | 4.4%[9.22 µM] | -0.2% | -2.9% | 10.7%[10 µM] | -0.3% | .
CN1CCN(c2c(C#N)c(C(F)(F)F)nn2C)CC1
 : 12.9% | 13.1% | -3.7% | 7.2% | -21.3% | 4.8% | -4.7%

# Record cards (already shown). Values in the order: IMPase Li inh, HTT aggregate, aGlu spleen mod, RGS12 GoLoco inh, HTT cytoprotect, GAA glycogen, GAA inhib
# Profile of O=C(Cc1ccccc1)Oc1cccc(-n2cnnn2)c1 → 1.2%, -7.5%[9.22 µM], 4.2%, 12.4%, 0.1%[10 µM], -8.1%, 10.1%
# Profile of CC1CCCN(C(=O)CCl)C1 (stereo unspecified) → 2.7%, -8.5%, -7.8%, -9.3%, ., -1.5%, -10.0%
# Profile of CC[C@@H](C(N)=O)N1CCCC1=O → ., ., 2.1%, -5.0%, ., -6.1%, 1.5%[15.4 µM]

# Carrying on:
# Below each compound: IMPase Li inh | HTT aggregate | aGlu spleen mod | RGS12 GoLoco inh | HTT cytoprotect | GAA glycogen | GAA inhib
C=CCn1c(O)c(C(CC)=NC2CC2)c(=O)[nH]c1=O
 : -4.6%[38.3 µM] | 19.1% | -9.5% | -1.1% | -33.3% | 5.2% | -8.8%
O=c1c2ccccc2nc(Cc2ccccc2)n1-c1cccc(O)c1
 : 22.4% | 3.0%[9.22 µM] | -0.4% | 0.0% | -3.4%[10 µM] | 5.0% | -4.0%
CN1CCN(c2nc([N+](=O)[O-])nn2C)CC1
 : -0.9% | -2.2% | -1.8% | 4.7% | . | 5.7% | -2.4%
O=c1c2ccccc2nc(SCC2CCCCO2)n1-c1ccccc1 (stereo unspecified)
 : 6.8% | ? | 9.3% | 9.3% | -49.0%[inhibitor][10 µM] | 8.6% | 1.3%
Fc1ccc(C2=CCN(C(c3cccs3)c3nnnn3CCc3ccccc3)CC2)cc1 (stereo unspecified)
 : 37.6%[38.3 µM] | -22.2% | -5.7% | 20.4% | -4.3% | 1.2% | ?
CC1CN=C(NCc2ccncc2)S1 (stereo unspecified)
 : -11.5%[38.3 µM] | -3.8% | 3.5% | 5.2% | ? | 5.3% | -10.4%
CCOC(=O)/C(CCCN(CC)CC)=N\O
 : . | -1.0% | -4.9% | . | -18.4% | -3.7% | -1.1%
CCOC(=O)c1ccc(NC(=O)c2c(O)[nH]c(=O)[nH]c2=O)cc1
 : ? | 3.55µM* | -3.5% | -62.4% | 0.9% | -1.5% | 3.2%

# This is a subset; rates above refer to the full screens.
